Imprint erasure: induces erasure of genomic imprints in mouse ES cells | Potency, µM (doses to about 60.7 µM), without a hit: at the top dose activity change, positive = activation, most hits filed as activators | 0.02% of 110,000 active | mouse ES Peg3-LacZ reporter, beta-gal luminescence, 40 h;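 also: 0% = negative control wells on the plate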
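Imprint erasure is scored as LacZ activity from the silenced maternal Peg3 allele in feeder-free female ES cells cultured 40 h with LIF. Luminescence is normalized to in-plate negative controls and fitted to the Hill equation.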
p53ts 39C tox: p53ts cell cytotoxicity, nonpermissive temperature. 1.5% of 130,000 active. AID 902. Potency, µM (doses to about 46.1 µM), for the others: at the top dose activity change, negative = cell killing, hits mostly cytotoxic. H1299-p53A138V viability at 39C, ATP luminescence, 24 h; also: nearly all actives have a fitted effect of over 55% in size
IkB sig inh: inhibitors of IkB signaling in ABC-DLBCL cells; ABC-DLBCL IkBa-CBG/CBR dual luciferase ratio, 4 h; response scale: scaled: untreated 0%, proteasome inhibitor 100%; Potency, µM (doses to about 57.1 µM), without a hit: top-dose IkBa stabilization activation; 0.04% of 110,000 active; active = well fitted curve in the direction sought with a large enough effect in the signal ratio, not every such curve was filed as active; inconclusive = small, poorly fitted or top-dose-only effect, or a change in a side signal; the % refers to the signal ratio;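 also: the direction sought is a rising ratio; 0% = basal untreated cells and 100% = reference inhibitor full response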
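Curves were fitted separately to fusion (green), unfused (red) and ratio luminescence, then classed by r2, magnitude and activity. Cells: OCI-Ly3, 4 h compound plus doxycycline at 37C; 10 uM MG-132 defined full response.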
p53ts 32C kill: cytotoxicity in p53ts cells at permissive temperature; 0.93% of 130,000 active; Potency, µM (titrated, usually from 46.1 µM), for inactives: at the top dose activity change, negative = cytotoxicity, usual class: cytotoxic; H1299-p53A138V at 32C, ATP luminescence viability, 24 h;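 also: 0% = DMSO and -100% = full killing by reference compound; nearly all actives have a fitted effect of over 55% in size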
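Viability by ATPlite luminescence after 24 h compound treatment (up to 46 uM) at the permissive 32C. Cells are H1299 carrying p53 A138V. Scale runs from DMSO basal to 100 uM tamoxifen as full kill; AC50 from Hill fits.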
Active calls of the source: *; u = inconclusive; x = no result given; [ ] = remark or other dose. Unless noted, calls follow the shape of the dose curve; as a rule, active = well fitted curve in the direction sought with a large enough effect; inconclusive = small, poorly fitted or top-dose-only effect, or another doubt; inactive = no such curve, though single readings can be large; an effect the other way counts as inactive or inconclusive. Unless noted, % is scaled to controls: 0 for no effect and ±100 for the full control effect; potency is read from the fitted curve at half-maximal effect.

Values run as follows: Imprint erasure	p53ts 39C tox	IkB sig inh	p53ts 32C kill
(1) CCCN(C(=O)CCNC(=O)Cn1cnc2ccccc2c1=O)c1cccc(C)c1
  -5%[10.9 µM]	-1%	-2.4%	1%
(2) CC(NC(=O)c1ccc(N(C)C)cc1)C(c1cccs1)N1CCN(C)CC1 (stereo unspecified)
  -8%	3%	-0.5%	7%
(3) Cc1ccc(C)c(CN2C(=O)c3ccccc3S(=O)(=O)c3ccc(C(=O)NCc4ccccc4)cc32)c1
  -16%[10.9 µM]	-8%	1.5%	15%
(4) COc1cc(C#N)ccc1OCC(=O)c1ccc2c(c1)OCCO2
  -5%	-10%	0.2%	-11%
(5) FC(F)(F)c1nnc2ccc(-n3ccnc3)nn12
  11%	3%	3.4%	-13%
(6) CCCC(CCC)C(=O)NCCN1CCOCC1
  3%	7%	-0.9%	-6%
(7) O=C(NCc1ccccc1Cl)C1CCN(S(=O)(=O)N2CCCCCC2)CC1
  -16%	8%	2.0%	-2%
(8) CC(C)OCCCN(Cc1ccco1)C(=O)c1cc2c(s1)-c1ccccc1OC2
  -9%[10.9 µM]	-18%	1.9%	-3%
(9) CCOC(=O)c1ccc(NC(=O)CSc2nc3ccccc3c(=O)n2CCNC(C)=O)cc1
  11%[10.9 µM]	-11%	-4.3%	4%
(10) O=C(CSc1ncc2c(n1)-c1ccccc1N(Cc1ccc(F)cc1)S2(=O)=O)NCCc1ccccc1
  -8%[10.9 µM]	4%	0.1%	4%

The final 3 records of the part before open the next one.
Values run as follows: Imprint erasure	p53ts 39C tox	IkB sig inh	p53ts 32C kill
(8) CC(C)OCCCN(Cc1ccco1)C(=O)c1cc2c(s1)-c1ccccc1OC2
  -9%[10.9 µM]	-18%	1.9%	-3%
(9) CCOC(=O)c1ccc(NC(=O)CSc2nc3ccccc3c(=O)n2CCNC(C)=O)cc1
  11%[10.9 µM]	-11%	-4.3%	4%
(10) O=C(CSc1ncc2c(n1)-c1ccccc1N(Cc1ccc(F)cc1)S2(=O)=O)NCCc1ccccc1
  -8%[10.9 µM]	4%	0.1%	4%
(11) CCOC(=O)c1ccccc1NC(=O)C(C)Oc1ccccc1 (stereo unspecified)
  -15%	1%	-0.3%	-10%
(12) CC(C)c1c(O)nc(SCc2ccccc2)[nH]c1=O
  -1%	7%	-0.9%	10%
(13) COc1cc(N)c(Cl)cc1C(=O)OCCCN1CCCCC1
  -6%	-7%	0.5%	-4%
(14) N#CCCn1c(=O)c(-c2ccc(Cl)cc2)nc2cnc(OCc3ccccc3)nc21
  x	37%	1.7%[11.4 µM]	6%
(15) COc1ccc(-c2cn3c(n2)sc2cc(C(=O)Nc4ccc(F)cc4)ccc23)cc1
  -8%[10.9 µM]	-12%	-1.1%	3%
(16) COc1ccc(C(=O)Nc2ccc(S(=O)(=O)Nc3cc(C)nc(C)n3)cc2)cc1
  -7%[10.9 µM]	3%	u	-10%
(17) CCS(=O)(=O)NCCc1csc(C)n1
  -6%	1%	-0.8%	30%
(18) Cc1cc(NC(=O)COC(=O)c2c(C)nn(-c3ccccc3)c2C)no1
  -9%	-7%	u	5%
(19) CC1(C)C=CC(=O)[C@]2(C)C1CC(=O)[C@]1(C)C2CC[C@@]2(C)C(c3ccoc3)OC(=O)C3OC321 (stereo partly specified)
  -11%	-5%	x	5%
(20) N=c1c(S(=O)(=O)c2ccc(Cl)cc2)cc2c(=O)n3ccccc3nc2n1CCN1CCOCC1
  -10%	0%	0.4%	1%
(21) Cc1ccc(NC(=O)C2CCCN(c3ncnc4onc(C)c34)C2)cc1Cl (stereo unspecified)
  -10%[10.9 µM]	-18%	-4.0%	-1%
(22) COc1cccc(-c2nnc3n2N=C(c2cccc(Br)c2)CS3)c1
  -9%	4%	1.1%	7%
(23) COc1ccc(C(=O)NCC(=O)NC2=NCCS2)cc1
  -6%	-6%	-2.0%	2%
(24) COc1ccc(Cl)cc1S(=O)(=O)N1CCN(CC(=O)C(C)(C)C)CC1
  -12%	-5%	0.5%	-6%
(25) CCOC(=O)c1ccc2ncc(C(=O)OCC)c(NCCCN3CCOCC3)c2c1
  -12%	6%	-1.2%	-2%
(26) CCCN1CCN(CCCNC(=O)Cn2nc(-c3ccccc3)ccc2=O)CC1
  -2%	22%	-0.1%	17%
(27) Cc1ccc(Cn2nnc3c(=O)n(CC(=O)NCC4CCCO4)cnc32)cc1 (stereo unspecified)
  5%	-4%	-2.4%	3%
(28) COc1ccc(OCCSc2nc3ccccc3c(=O)[nH]2)cc1
  x	-4%	x	-3%
(29) COc1ccc(CNC(=O)c2ccc3c(c2)N(C)C(=O)C2CCCCN32)cc1OC (stereo unspecified)
  -10%[10.9 µM]	2%	u	-6%
(30) CCN(CC)c1cc2nonc2c2nonc12
  -10%	-5%	-0.6%	-17%

3 of the entries above in order of their number in IkB sig inh, rising.
| nr | SMILES | IkB sig inh |
| --- | --- | --- |
| 25 | CCOC(=O)c1ccc2ncc(C(=O)OCC)c(NCCCN3CCOCC3)c2c1 | -1.2% |
| 24 | COc1ccc(Cl)cc1S(=O)(=O)N1CCN(CC(=O)C(C)(C)C)CC1 | 0.5% |
| 22 | COc1cccc(-c2nnc3n2N=C(c2cccc(Br)c2)CS3)c1 | 1.1% |

New compounds follow
Values run as follows: Imprint erasure	p53ts 39C tox	IkB sig inh	p53ts 32C kill
(31) CC(=C1C(=O)c2ccccc2C1=O)N1CCN(Cc2ccccc2)CC1
  -27%	10%	2.4%	3%
(32) CCc1ccccc1NC(=O)c1ccc2c(O)c(S(=O)(=O)c3ccccc3)c(=O)[nH]c2c1
  -8%[10.9 µM]	-8%	0.2%	3%
(33) CCn1c(=O)c2cc(C(=O)N(CCCOC(C)C)Cc3ccco3)sc2c2ccccc21
  -13%[10.9 µM]	u	u	-4%
(34) COc1ccccc1CCNS(=O)(=O)c1ccc(N2CCCCS2(=O)=O)cc1
  -11%[10.9 µM]	-16%	-3.0%	-5%
(35) CN(C)CCNc1oc(-c2ccc(COc3ccc(Cl)cc3)o2)nc1C#N
  -12%[10.9 µM]	-22%	u	1%
(36) O=C1CC(c2ccccc2)Sc2ccccc2N1Cc1ccccc1F (stereo unspecified)
  u	-28%	u	10%
(37) COc1ccc(Cn2ccc3nc(C)c(C(=O)N4CCN(c5ccccc5F)CC4)cc3c2=O)cc1
  -3%[10.9 µM]	u	u	-10%
(38) Cc1ccc(C(C)NC(=O)C2CCCO2)cc1C (stereo unspecified)
  -6%	10%	2.9%	4%
(39) CCOC(=O)CCCCCCCCCCCCC1C=CCC1 (stereo unspecified)
  6%	4%	x	1%
(40) CCC(C)(NC(=O)CNC(C)=O)C(=O)NC1CCCCC1 (stereo unspecified)
  10%	-2%	-0.1%	-3%

Complete entries, looked up by structure. Order of values: Imprint erasure	p53ts 39C tox	IkB sig inh	p53ts 32C kill
CCOC(=O)CCCCCCCCCCCCC1C=CCC1 (stereo unspecified) is entered as 6%	4%	x	1%
CCc1ccccc1NC(=O)c1ccc2c(O)c(S(=O)(=O)c3ccccc3)c(=O)[nH]c2c1 is entered as -8%[10.9 µM]	-8%	0.2%	3%
Cc1ccc(C(C)NC(=O)C2CCCO2)cc1C (stereo unspecified) is entered as -6%	10%	2.9%	4%
CN(C)CCNc1oc(-c2ccc(COc3ccc(Cl)cc3)o2)nc1C#N is entered as -12%[10.9 µM]	-22%	u	1%
COc1ccc(Cn2ccc3nc(C)c(C(=O)N4CCN(c5ccccc5F)CC4)cc3c2=O)cc1 is entered as -3%[10.9 µM]	u	u	-10%

Next part:
Values run as follows: Imprint erasure	p53ts 39C tox	IkB sig inh	p53ts 32C kill
(41) COc1ccc(N2C(=O)C(CC(=O)Nc3ccc(F)cc3)N(Cc3ccc4c(c3)OCO4)C2=O)cc1 (stereo unspecified)
  -3%[10.9 µM]	1%	u	8%
(42) CC(C)OCCCNC(=O)c1c(N)n(/N=C/c2ccccn2)c2nc3ccccc3nc12
  -5%	3%	3.0%	1%
(43) CCCCCn1c(CNC(=O)c2cccs2)nc2ccccc21
  -12%	-10%	1.3%	7%
(44) CC(=O)c1cccc(Nc2nc(-c3ccccc3Cl)nc3ccccc23)c1
  -11%[10.9 µM]	-13%	u	-1%
(45) COc1ccc(N2CCN(C(=O)c3c(C)oc4nc(C)nc(N5CCCC5)c34)CC2)cc1
  4%[10.9 µM]	35%[activator]	u	6%
(46) COc1ccc(CN2CC(C(=O)NCCCN3CCCCCC3)CC2=O)cc1 (stereo unspecified)
  -9%	0%	-0.9%	-16%
(47) CCn1c(N)c(C(N)=O)sc1=S
  -4%	-19%	0.5%	1%
(48) Cn1c(SCC(=O)CC(=O)Nc2ccccc2)nnc1-c1ccc(O)cc1
  x	0%	x	11%

Source: PubChem
